Screening results from PubChem BioAssay.
PvdQ inh = P. aeruginosa PvdQ acylase inhibitors, primary screen, biochemical, fluorescence, plate reader and imaging, single point; PvdQ acylase [Pseudomonas aeruginosa LESB58]; purified PvdQ acylase; inhibition, % at 10 µM; hit rate 0.063% among 340,000; in the data active means inhibition above about 30%, passing the limit was not always enough;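 further: 0% = vehicle neutral wells and 100% = reference inhibitor wells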
PfHsp90 set2 = growth inhibition of PfHsp90-expressing yeast, primary screen, antimalarial PfHsp90 inhibitor project, S. cerevisiae, BacTiter-Glo luminescence, single point, set 2; hit rate 0.32% among 310,000; inhibition, % at 9.4 µM; BacTiter-Glo ATP, 48 h; yeast lacking PDR1 and PDR3 efflux regulators;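 active means every replicate shows inhibition above about 80%, whatever the replicate mean, limit read from the data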;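 further: 0% = DMSO neutral controls and 100% = 20 µM radicicol positive controls; yeast relying on Plasmodium falciparum Hsp90 in place of its own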
dFosB act = activators of delta FosB homodimer, primary screen, biochemical, fluorescence polarization, TAMRA-CDK5 oligo, single point; Protein FosB (Mus musculus), P13346; purified delta FosB; percent of positive-control signal above neutral wells; activation, % at 25 µM; hit rate 0.99% among 340,000;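 active means mean activation above about 17%, with every replicate also reaching it, limit read from the data, passing the limit was not always enough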;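 further: fluorescence polarization rise as delta FosB binds a TAMRA Cdk5 AP-1 oligo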
Target sequence (P13346 whole entry, looked up): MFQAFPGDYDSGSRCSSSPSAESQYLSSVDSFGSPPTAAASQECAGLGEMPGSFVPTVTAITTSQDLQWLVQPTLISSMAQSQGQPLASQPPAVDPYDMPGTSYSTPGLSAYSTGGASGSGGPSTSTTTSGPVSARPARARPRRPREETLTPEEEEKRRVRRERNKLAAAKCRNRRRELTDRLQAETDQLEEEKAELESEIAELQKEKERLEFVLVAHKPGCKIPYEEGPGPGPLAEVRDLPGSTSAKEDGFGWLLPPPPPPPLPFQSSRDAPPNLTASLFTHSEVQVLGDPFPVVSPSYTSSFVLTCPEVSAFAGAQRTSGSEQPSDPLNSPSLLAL
CDK5 inh = inhibitors of human CDK5/p35 kinase, primary screen, biochemical, single concentration | hit rate 0.01% among 330,000 | inhibition, % at 10 µM | Recombinant CDK5/p35, ADP-Glo luminescence, 60 min | Cyclin-dependent kinase 5 (Homo sapiens) + Cyclin-dependent kinase 5 activator 1 (Homo … | AID 488839, 2010;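 active means highest replicate inhibition of at least 50% and at least 75% of replicates reaching 50%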;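 further: plate controls were DMSO neutral control for no effect and GW8510 at 10 µM for full effect; many of its hits are not listed in these tables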
RTF Ca sens act = cardiac RTF calcium sensitivity activators, primary screen, biochemical, IANBD-TnC fluorescence, EC20 calcium. Troponin I, cardiac muscle (Homo sapiens) + Troponin T, cardiac muscle (Homo sapiens) + …. IANBD-labeled TnC RTF fluorescence at EC20 calcium; 0% EC20 calcium, 100% full calcium. activation, % at 7.2 µM. hit rate 0.24% among 340,000. AID 493008, 2010;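 active means activation above the mean over all tested compounds plus 3 SD, cut at about 30% in these data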;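 further: rise in fluorescence read as greater calcium sensitivity of cardiac thin filaments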
Keap1-Nrf2 PPI = Keap1-Nrf2 protein-protein interaction inhibitors, primary screen, biochemical, fluorescence polarization, single point. inhibition, % at 9.4 µM. AID 504523, 2011. hit rate 0.15% among 340,000. Keap1 Kelch-Nrf2 peptide fluorescence polarization, 1536-well. Kelch-like ECH-associated protein 1 (Homo sapiens), Q14145; in the data active means inhibition above about 12%;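 further: human Keap1 Kelch domain with fluorescein labeled Nrf2 9mer peptide probe; 0% = neutral control wells and 100% = peptide positive control; higher means more block of Keap1 binding to Nrf2 peptide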
Rtt109 HAT inh = inhibitors of C. albicans Rtt109/Vps75 HAT, primary screen, biochemical, ThioGlo CoA-SH fluorescence, plate reader. purified Rtt109/Vps75, 4 h. AID 540336, 2011. inhibition, % at 34.9 µM. hit rate 0.16% among 330,000;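 active means inhibition of at least 50% in every replicate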
Target sequence (Q5AAJ8 whole entry, looked up): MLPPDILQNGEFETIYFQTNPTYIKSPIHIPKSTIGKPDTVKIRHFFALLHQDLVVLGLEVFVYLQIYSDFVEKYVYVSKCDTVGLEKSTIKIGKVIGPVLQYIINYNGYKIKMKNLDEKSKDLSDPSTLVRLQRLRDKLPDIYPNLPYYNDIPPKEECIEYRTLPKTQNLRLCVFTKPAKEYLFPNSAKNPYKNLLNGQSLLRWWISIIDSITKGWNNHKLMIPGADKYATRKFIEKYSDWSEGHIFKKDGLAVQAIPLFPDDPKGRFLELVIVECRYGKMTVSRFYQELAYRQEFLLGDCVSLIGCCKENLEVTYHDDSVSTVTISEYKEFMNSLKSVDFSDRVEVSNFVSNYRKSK
LANA DNA inh = inhibitors of KSHV C-LANA binding to DNA, primary screen, biochemical, fluorescence polarization, FAM-LBS DNA, MBP-C-LANA, single point; AID 504423, 2011; Kaposi's sarcoma herpesvirus LANA C-terminal domain (residues 932-1162) DNA binding; inhibition, % at 9 µM; hit rate 0.078% among 340,000;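 active means highest replicate inhibition at or above 60% at 9 µM, even if other replicates fall short; inactive means all replicates below 60% inhibition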;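 further: 0% = neutral control wells and 100% = 4 µM acridine orange control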
NSD2 HMT inh = NSD2 histone methyltransferase inhibitors, primary screen, biochemical, AlphaScreen, single concentration, set 2 | AID 743445, 2014 | Histone-lysine N-methyltransferase NSD2 (Homo sapiens), O96028 | inhibition, % at 12.5 µM | NSD2 peptide methylation, 120 min | hit rate 0.54% among 310,000; in the data active means inhibition above about 50%
SUMO Mot1 rescue = yeast Mot1-301 growth rescue at high temperature, primary screen, SUMOylation pathway inhibitor project, S. cerevisiae, ATP luminescence, 38.5C; S. cerevisiae Mot1-301 growth rescue; percent above DMSO median, 100 means doubled; growth rescue, % at 18.8 µM; hit rate 1% among 320,000; AID 2716, 2010;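 active means every valid replicate shows activation above 250% relative to neutral control wells; inactive means the rest, any valid replicate at or below 250%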;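 further: OY570 slx delta 5 strain wells were the positive control but not used for scaling; some compounds called inactive have numbers as strong as hits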
Cardiac RTF inh = cardiac RTF calcium sensitivity inhibitors, primary screen, biochemical, IANBD-TnC fluorescence, EC70 calcium; Troponin I, cardiac muscle (Homo sapiens) + Troponin T, cardiac muscle (Homo sapiens) + …; IANBD-labeled cardiac RTF, Ca2+ fluorescence; inhibition, % at 7.15 µM; hit rate 0.12% among 340,000; AID 493244, 2011;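 active means inhibition above the mean inhibition of all tested compounds plus 3 SD, cut at about 17% in these data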;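 further: assay run at fixed EC70 calcium of 1.6 mM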
Starred values were filed as active, the others as inactive.

What do the screens show for `C=CCSc1nc2ccccc2n1C(=O)/C=C/c1ccc(OC)c(OC)c1`?
PvdQ inh: -9; PfHsp90 set2: 20; dFosB act: -4; CDK5 inh: -3.6; RTF Ca sens act: -1; Keap1-Nrf2 PPI: 4; Rtt109 HAT inh: 3; LANA DNA inh: -1.1; NSD2 HMT inh: -1; SUMO Mot1 rescue: -2; Cardiac RTF inh: -4

How did Cc1c(NC(=S)Nc2ccc(Cl)cc2)c(=O)n(-c2ccccc2)n1C do in these assays?
PvdQ inh: -20; PfHsp90 set2: 4; dFosB act: -1; CDK5 inh: 1.9; RTF Ca sens act: 12; Keap1-Nrf2 PPI: -9; Rtt109 HAT inh: -9; LANA DNA inh: -2.1; NSD2 HMT inh: -1; SUMO Mot1 rescue: 129; Cardiac RTF inh: 1

Results for O=C(c1cccc(-c2ccccc2)c1)N1CC[C@@H](N2CCC(O)CC2)[C@H](O)C1 ?
PvdQ inh: -13; PfHsp90 set2: 8; dFosB act: 1; RTF Ca sens act: 6; Keap1-Nrf2 PPI: -7; Rtt109 HAT inh: 7; LANA DNA inh: -0.2; NSD2 HMT inh: 4; SUMO Mot1 rescue: 20; Cardiac RTF inh: -10

What do the screens show for `O=C(NCCC1=CCCCC1)C1CCC(=O)N(Cc2ccc(Cl)cc2)C1` (stereo not given)?
PvdQ inh: -7; PfHsp90 set2: 6; dFosB act: -21; CDK5 inh: -0.4; RTF Ca sens act: -4; Keap1-Nrf2 PPI: -3; Rtt109 HAT inh: -1; LANA DNA inh: -0.5; NSD2 HMT inh: 0; SUMO Mot1 rescue: -17; Cardiac RTF inh: -6

What do the screens show for `COc1ccc(CCNC(=O)c2cc(COc3c(F)cccc3F)on2)c(OC)c1`?
PvdQ inh: -9; PfHsp90 set2: -5; dFosB act: -9; CDK5 inh: -0.2; RTF Ca sens act: 1; Keap1-Nrf2 PPI: -5; Rtt109 HAT inh: -13; LANA DNA inh: 1.0; NSD2 HMT inh: -2; SUMO Mot1 rescue: 4; Cardiac RTF inh: -11

How did CC(C)c1ccc(NC(=O)CN2C(=O)c3ccccc3S2(=O)=O)cc1 do in these assays?
PvdQ inh: -9; PfHsp90 set2: 27; dFosB act: -3; CDK5 inh: -1.5; RTF Ca sens act: 2; Keap1-Nrf2 PPI: -5; Rtt109 HAT inh: 3; LANA DNA inh: -1.2; NSD2 HMT inh: 0; SUMO Mot1 rescue: -31; Cardiac RTF inh: -6

Results for O=S(=O)(c1ccc(Br)cc1F)N1CCCCC1CCO (stereo not given) ?
PvdQ inh: -6; PfHsp90 set2: 14; dFosB act: 0; CDK5 inh: -1.6; RTF Ca sens act: 1; Keap1-Nrf2 PPI: 0; Rtt109 HAT inh: -1; LANA DNA inh: 0.3; Cardiac RTF inh: -3

What do the screens show for `CCOc1cc(/C=N\NC(=O)Cn2nc([N+](=O)[O-])cc2C)ccc1OCc1cccc2ccccc12`?
PvdQ inh: -4; PfHsp90 set2: -8; dFosB act: 6; CDK5 inh: -2.1; RTF Ca sens act: -5; Keap1-Nrf2 PPI: 6; Rtt109 HAT inh: -10; LANA DNA inh: 1.1; NSD2 HMT inh: -5; Cardiac RTF inh: -15

How did CC[N+]1(C)CCC(O)(c2ccc(OC)cc2)C(C(=O)c2ccc(OC)cc2)C1 (stereo not given) do in these assays?
PvdQ inh: -13; PfHsp90 set2: 9; dFosB act: -5; CDK5 inh: 0.7; RTF Ca sens act: 4; Keap1-Nrf2 PPI: -65; Rtt109 HAT inh: 1; LANA DNA inh: 0.0; NSD2 HMT inh: 8; Cardiac RTF inh: -8

What do the screens show for `O=C(CSc1nc2c(c(C(F)(F)F)n1)CCc1ccccc1-2)NCc1ccco1`?
PvdQ inh: -5; PfHsp90 set2: 2; dFosB act: -1; CDK5 inh: -0.2; RTF Ca sens act: -1; Keap1-Nrf2 PPI: -7; Rtt109 HAT inh: 0; LANA DNA inh: -1.3; NSD2 HMT inh: 1; SUMO Mot1 rescue: -18; Cardiac RTF inh: 5

How did COc1nc(-c2cccs2)cc(-c2ccc(C)cc2)c1C#N do in these assays?
PvdQ inh: -15; PfHsp90 set2: -10; dFosB act: -3; CDK5 inh: -2.8; RTF Ca sens act: 5; Keap1-Nrf2 PPI: -2; Rtt109 HAT inh: -8; LANA DNA inh: -0.6; NSD2 HMT inh: -2; SUMO Mot1 rescue: -11; Cardiac RTF inh: -6

How did CCCc1ccc(OCC(=O)O)cc1 do in these assays?
PvdQ inh: -15; PfHsp90 set2: 2; dFosB act: -6; CDK5 inh: -0.7; RTF Ca sens act: -1; Keap1-Nrf2 PPI: 1; Rtt109 HAT inh: -10; LANA DNA inh: 0.6; NSD2 HMT inh: 0; SUMO Mot1 rescue: 6; Cardiac RTF inh: -3

What do the screens show for `O=c1c(Cl)c(N/N=C/c2ccc(Cl)cc2)cnn1-c1ccccc1`?
PvdQ inh: 2; PfHsp90 set2: 12; dFosB act: 7; CDK5 inh: -1.9; RTF Ca sens act: -6; Keap1-Nrf2 PPI: 1; LANA DNA inh: -0.7; NSD2 HMT inh: -1; SUMO Mot1 rescue: 319; Cardiac RTF inh: 11

Results for Cc1nc(-c2ccc3c(c2)OCO3)cs1 ?
PvdQ inh: -5; dFosB act: 0; CDK5 inh: -1.1; RTF Ca sens act: 2; Keap1-Nrf2 PPI: 0; Rtt109 HAT inh: -2; LANA DNA inh: -0.2; NSD2 HMT inh: -3; SUMO Mot1 rescue: -15; Cardiac RTF inh: -17

How did CC(C)(C)C(=O)N1CCN(c2ccc([N+](=O)[O-])cc2Cl)CC1 do in these assays?
PvdQ inh: 5; PfHsp90 set2: -26; dFosB act: 5; CDK5 inh: -0.4; RTF Ca sens act: 1; Keap1-Nrf2 PPI: -5; Rtt109 HAT inh: 9; LANA DNA inh: -1.1; SUMO Mot1 rescue: -2; Cardiac RTF inh: -5

How did COC(=O)CSc1nccc(-c2cccs2)n1 do in these assays?
PvdQ inh: -10; dFosB act: 9; CDK5 inh: 0.2; RTF Ca sens act: -3; Rtt109 HAT inh: -6; NSD2 HMT inh: 5; SUMO Mot1 rescue: -7; Cardiac RTF inh: -4

How did CC(C)(C)c1ccc(NC(=O)COC(=O)C2CCCC2)cc1 do in these assays?
PvdQ inh: -7; PfHsp90 set2: -15; dFosB act: -4; CDK5 inh: -1.1; RTF Ca sens act: 3; Keap1-Nrf2 PPI: 5; Rtt109 HAT inh: 10; LANA DNA inh: -0.9; NSD2 HMT inh: -4; SUMO Mot1 rescue: 7; Cardiac RTF inh: 0

Results for Cc1noc(C)c1COc1cccc(C(=O)Oc2ccc3c(c2)OCO3)c1 ?
PvdQ inh: -3; PfHsp90 set2: -17; dFosB act: -2; CDK5 inh: -0.5; RTF Ca sens act: 2; Keap1-Nrf2 PPI: 0; Rtt109 HAT inh: -8; LANA DNA inh: 1.9; NSD2 HMT inh: -3; SUMO Mot1 rescue: -12; Cardiac RTF inh: -1

What do the screens show for `O=C(NCc1ccco1)c1nn(-c2ccccc2)c(=O)c2ccccc12`?
PvdQ inh: 0; PfHsp90 set2: -11; dFosB act: -13; CDK5 inh: -1.2; RTF Ca sens act: 3; Keap1-Nrf2 PPI: -8; Rtt109 HAT inh: -6; LANA DNA inh: -1.1; NSD2 HMT inh: 1; SUMO Mot1 rescue: -10; Cardiac RTF inh: -4

Results for COc1ccc(S(=O)(=O)N(CCCN2CCCC2=O)Cc2cc3cc(C)c(C)cc3[nH]c2=O)cc1 ?
PvdQ inh: 5; PfHsp90 set2: -30; dFosB act: -8; CDK5 inh: -0.6; RTF Ca sens act: 2; Keap1-Nrf2 PPI: 2; Rtt109 HAT inh: 3; LANA DNA inh: 1.6; NSD2 HMT inh: 2; Cardiac RTF inh: -5

What do the screens show for `CC(=NNC(=O)c1cccc(S(=O)(=O)N2CCOCC2)c1)c1ccc(Cl)cc1`?
PvdQ inh: -5; PfHsp90 set2: -3; dFosB act: -7; CDK5 inh: 1.0; RTF Ca sens act: -7; Keap1-Nrf2 PPI: 0; Rtt109 HAT inh: 0; LANA DNA inh: 0.4; SUMO Mot1 rescue: -16; Cardiac RTF inh: 0

How did CCn1c(SCC(=O)NC2CCCC2)nnc1-c1ccoc1C do in these assays?
PvdQ inh: 4; PfHsp90 set2: 9; dFosB act: -11; CDK5 inh: 0.3; RTF Ca sens act: -4; Keap1-Nrf2 PPI: -2; Rtt109 HAT inh: 17; LANA DNA inh: 1.3; NSD2 HMT inh: -4; SUMO Mot1 rescue: -22; Cardiac RTF inh: 5

Results for CCCCN(C(=O)c1cc2c(s1)CCCCC2)c1c(N)n(CC(C)C)c(=O)[nH]c1=O ?
PvdQ inh: 7; PfHsp90 set2: -11; dFosB act: -3; CDK5 inh: 2.0; RTF Ca sens act: -3; Keap1-Nrf2 PPI: -2; Rtt109 HAT inh: -18; LANA DNA inh: 0.3; NSD2 HMT inh: 0; Cardiac RTF inh: -6

Results for Cc1cc(C)n(-c2nc3ccccc3nc2N2CCN(C(=O)c3ccc(F)cc3)CC2)n1 ?
PvdQ inh: 6; PfHsp90 set2: 8; dFosB act: -6; CDK5 inh: 0.3; RTF Ca sens act: -4; Keap1-Nrf2 PPI: 2; Rtt109 HAT inh: 25; LANA DNA inh: 0.2; NSD2 HMT inh: -6; SUMO Mot1 rescue: 5; Cardiac RTF inh: 1

Results for CC(=O)c1ccc(S(=O)(=O)N2CCNC(=O)C2)cc1 ?
PvdQ inh: -11; PfHsp90 set2: -13; dFosB act: -6; CDK5 inh: -1.1; RTF Ca sens act: -5; Keap1-Nrf2 PPI: -7; Rtt109 HAT inh: 0; LANA DNA inh: 0.6; NSD2 HMT inh: 0; SUMO Mot1 rescue: -6; Cardiac RTF inh: -13

What do the screens show for `CC(C)c1ccc(C2(C)NC(=O)N(CC(=O)NC3CCCC(C)C3C)C2=O)cc1` (stereo not given)?
PvdQ inh: -15; PfHsp90 set2: 2; dFosB act: -26; CDK5 inh: 0.1; RTF Ca sens act: -8; Keap1-Nrf2 PPI: -1; Rtt109 HAT inh: 2; LANA DNA inh: -1.1; NSD2 HMT inh: -3; SUMO Mot1 rescue: 0; Cardiac RTF inh: -4
